# Screening data deposited in PubChem by The Scripps Research Institute Molecular Screening Center.
# ARFGAP1 inh: inhibits rat ARF GTPase activating protein 1; Q62848; Arfgap1-stimulated ARF1 GTP hydrolysis, GDP FP detection; inhibition, % at 16.5 µM; 360,000 compounds, 0.26% hits; AID 651572;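 active means inhibition above a per-plate limit, mean inhibition of low control wells plus 3 SD, cut at about 25% in these data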;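 further: 0% = DMSO wells with enzyme and 100% = wells lacking Arfgap1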
#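 System: truncated rat Arfgap1 GAP domain / Benchmarks: high control wells lacking Arfgap1, low control full reaction with DMSO / Times: compound-enzyme preincubation 20 min, reaction 120 min, detection 60 min, 25 °C / Repeats: one replicate per compound / Also added: human ARF1(Δ1-17)-GTP substrate / Measured by: Tracer-displacement fluorescence polarization with EDTA stop, 620/688 nm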
# ASAP1 inh: inhibitors of human ASAP1 ArfGAP activity. Q9ULH1. ASAP1-stimulated ARF1 GTP hydrolysis, GDP FP detection. inhibition, % at 16.5 µM. 360,000 compounds, 0.19% hits; in the data active means inhibition above about 25%;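 further: 0% = vehicle with enzyme and substrate and 100% = no enzyme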
# Target sequence (Q9ULH1 325-724 limits assumed): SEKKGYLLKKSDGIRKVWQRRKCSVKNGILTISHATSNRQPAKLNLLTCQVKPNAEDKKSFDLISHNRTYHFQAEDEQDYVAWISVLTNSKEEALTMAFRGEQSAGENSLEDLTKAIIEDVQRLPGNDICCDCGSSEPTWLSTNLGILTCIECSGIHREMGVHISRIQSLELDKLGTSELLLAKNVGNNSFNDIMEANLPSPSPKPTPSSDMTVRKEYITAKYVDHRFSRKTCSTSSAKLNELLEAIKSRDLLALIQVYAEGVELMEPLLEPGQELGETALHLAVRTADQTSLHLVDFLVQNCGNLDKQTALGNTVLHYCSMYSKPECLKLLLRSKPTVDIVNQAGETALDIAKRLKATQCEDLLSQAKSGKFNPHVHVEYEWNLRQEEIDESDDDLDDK
# Tn7 DDE FP: inhibitors of Tn7 peptide binding to human fibrin DD(E); inhibition, % at 8.3 µM; 370,000 compounds, 0.13% hits; P02675; FP displacement of FITC-Tn7 peptide from fibrin DD(E); 0% = median of compound wells per plate;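 active means inhibition above the mean of compounds falling within the control limits plus 3 SD of them, cut at about 14% in these data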;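 further: 0% = plate median of compound wells and 100% = 10 µM Aha-Tn7 peptide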
#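 assay system = human clot-derived fibrin DD(E) complex | quantity = Fibrin-DD(E) at 2 µM final | timing = 10 min preincubation, 3 h with tracer, room temperature | signal = fluorescence polarization | measure = percent inhibition | benchmarks = high control wells with 10 µM unlabelled Aha-Tn7 peptide (full inhibition) | replicates = singlicate testing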
# PLCg1 inh: inhibitors of human phospholipase C gamma1; purified PLC-gamma1, fluorogenic substrate, fluorescence; inhibition, % at 12.2 µM; P19174; 370,000 compounds, 0.84% hits; in the data active means inhibition above about 9.5%
# ADAM17 inh: ADAM17 inhibition, QFRET primary screen; 370,000 compounds, 0.83% hits; inhibition, % at 6.95 µM; recombinant ADAM17, EDANS/DABCYL FRET peptide cleavage; P78536; AID 720648;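 active means inhibition above the mean of compounds lying between control limits plus 3 SD, set per campaign, cut at about 8.5% in these data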;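 further: 0% = DMSO-only wells as the low control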
# Tn6 DDE FP: disrupts Tn6 cyclic peptide binding to fibrin D-Dimer-E complex. AID 720509. Fibrin DD(E) TRITC-Tn6 fluorescence polarization displacement. 370,000 compounds, 0.21% hits. P02675. inhibition, % at 8.3 µM;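 active means inhibition above a per-campaign cutoff: mean of compounds within control limits plus 3 SD, cut at about 15% in these data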;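 further: 0% = median of all compound wells on the plate and 100% = blocking peptide control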
# PLCb3 inh: blocks human PLC-beta3 enzyme activity. Q01970. Purified PLC-beta3, fluorogenic substrate, fluorescence. inhibition, % at 12.2 µM. 370,000 compounds, 0.18% hits. AID 720704; in the data active means inhibition above about 11%;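 further: 0% = median of compound wells on plate and 100% = full blocker control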
# KLK7 zymogen act: activates the human kallikrein-7 zymogen; P49862; purified proKLK7, EDANS-DABCYL substrate fluorescence; 100% is mature enzyme control, 0% vehicle; activation, % at 7 µM; 370,000 compounds, 0.9% hits; AID 652039;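 active means activation above the mean of all tested compounds plus 3 SD, computed per campaign excluding outliers beyond control limits, cut at about 13% in these data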
# Target sequence (P49862 whole entry, looked up): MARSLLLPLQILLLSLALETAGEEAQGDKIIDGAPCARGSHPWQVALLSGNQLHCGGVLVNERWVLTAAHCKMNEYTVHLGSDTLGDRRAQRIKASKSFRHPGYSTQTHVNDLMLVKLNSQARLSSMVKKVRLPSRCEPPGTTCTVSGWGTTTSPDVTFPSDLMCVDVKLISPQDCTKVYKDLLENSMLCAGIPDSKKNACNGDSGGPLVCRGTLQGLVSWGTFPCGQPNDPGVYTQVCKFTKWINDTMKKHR
# MBD2 DNA inh: MBD2-methylated oligo binding inhibition. 370,000 compounds, 0.31% hits. Q9UBB5. TR-FRET, MBD2 binding to methylated oligonucleotide. AID 686964. inhibition, % at 4.4 µM; in the data active means inhibition above about 13%
# Target sequence (Q9UBB5 whole entry, looked up): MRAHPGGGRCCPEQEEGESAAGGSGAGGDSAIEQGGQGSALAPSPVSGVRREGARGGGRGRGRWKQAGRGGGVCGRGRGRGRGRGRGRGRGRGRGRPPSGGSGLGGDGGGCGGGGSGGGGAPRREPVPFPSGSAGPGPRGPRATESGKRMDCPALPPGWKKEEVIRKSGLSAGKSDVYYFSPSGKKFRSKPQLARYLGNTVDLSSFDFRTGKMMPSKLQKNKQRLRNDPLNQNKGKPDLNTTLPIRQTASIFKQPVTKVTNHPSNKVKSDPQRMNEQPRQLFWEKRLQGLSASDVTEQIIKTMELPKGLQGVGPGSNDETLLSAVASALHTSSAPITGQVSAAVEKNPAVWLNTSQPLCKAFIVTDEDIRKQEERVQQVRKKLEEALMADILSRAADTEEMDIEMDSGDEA
# UHRF1 MBD2 ctr: UHRF1 methyl-DNA binding inhibition. Q96T88. UHRF1 binding to methylated oligo, TR-FRET. inhibition, % at 4.4 µM. 370,000 compounds, 0.75% hits. AID 687016; in the data active means inhibition above about 21%;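 further: UHRF1 SRA domain binding a hemimethylated CpG hairpin DNA probe; 0% = median of test compound wells and 100% = reference inhibitor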
# * marks the source's active call; other numbers are inactive results; nt = not tested or not shown; & = joins results of further samples.
ARFGAP1 inh	ASAP1 inh	Compound	Tn7 DDE FP	PLCg1 inh	ADAM17 inh	Tn6 DDE FP	PLCb3 inh	KLK7 zymogen act	MBD2 DNA inh	UHRF1 MBD2 ctr
10.3	-10.2	COc1ccc(NCc2nnc(SCC(=O)Nc3nc(-c4ccccc4)cs3)n2-c2ccccc2)cc1	-4.7	3.9	-1.5	-0.8	-0.1	0.2	5.5	0.0
-8.5	6.5	CCC(CC)C(=O)NCCc1ccc(OC)cc1	6.6	-0.8	-0.7	4.5	6.3	0.7	-3.7	-1.8
5.5	7.8	COC(=O)C1=C(N)N(c2ccccc2C(F)(F)F)C2=C(C(=O)CCC2)C1c1ccc2c(c1)OCO2 (stereo unspecified)	4.0	-0.7	-3.9	-4.5	0.5	0.4	0.8	-3.0
5.5&10.3	5.1&-11.5	N=C(N)c1ccccc1	3.2&-2.1	1.8&1.3	-6.7&-2.5	-2.9&6.0	1.9&0.3	0.4&-0.1	-0.8&-3.8	-1.2&-2.1
3.0	-2.1	Cc1cccc(NC(=O)c2cccnc2Oc2ccccc2)c1C(=O)O	-0.3	1.7	-6.4	-1.6	-4.3	-0.7	-1.4	0.0
-10.0	5.1	COC(=O)c1ccc(OC(=O)c2ccccn2)cc1	9.8	0.5	-3.8	9.1	-0.6	0.4	-2.3	0.0
5.7	-13.5	CC(NC(=O)C1CCCN1C(=O)c1cccs1)c1ccc(Cl)cc1Cl (stereo unspecified)	-2.4	1.6	-3.1	-1.5	3.6	0.0	3.2	3.3
17.7	1.4	CCOc1ccc(-c2nc(CSc3nncs3)cs2)cc1OC	-3.2	-5.8	-7.6	5.5	-6.4	0.4	1.6	1.9
-10.4&4.0	4.4&6.9	S=c1nc[nH]c2nc[nH]c12	8.5&6.5	0.0&3.9	-2.3&-7.1	-2.6&-4.6	3.6&1.3	0.5&-0.1	-3.6&-1.8	-1.0&0.2
6.6	-0.7	CCCCn1c(-c2ccc(OC(F)F)cc2)nc2c1c(=O)[nH]c(=O)n2CC(C)C	2.9	-1.1	-4.0	2.5	0.9	-0.4	4.7	-2.3
-7.3	-12.4	CCOc1ccc(CCNC(=O)COC(=O)/C=C/c2ccc(OC)c(OC)c2)cc1OCC	1.0	-31.3	-15.7	-7.5	-47.1	1.1	-1.2	0.1
-0.1	-9.9	Cn1c(=O)n(CC(=O)Nc2ccc(F)cc2)c2ccccc21	-2.5	5.8	0.8	7.2	1.0	-0.2	-3.1	3.0
-3.9	9.9	CC1CCCCN1C(=S)NCc1ccccc1 (stereo unspecified)	-10.0	4.1	-0.6	2.1	4.9	-0.1	1.2	-3.7
-2.5	-6.2	c1csc(-c2nc(N3CCOCC3)c3ccccc3n2)c1	2.2	-20.7	-1.7	-7.7	-39.3	-0.1	-0.9	-2.1
-0.5	1.2	CCC1(C)NC(=O)N(CC(=O)Nc2sc3c(c2C(N)=O)CCC3)C1=O (stereo unspecified)	-4.2	-14.3	-5.7	0.5	-19.4	0.0	1.5	0.8
5.2	0.1	Cc1ccc(OCCNCc2ccccc2)c(C)c1	-3.4	0.3	-0.3	-5.2	-1.4	0.9	-2.2	-2.0
-1.4	-13.2	Cc1ccc2nc3c(c(Nc4ccccc4)c2c1)CCC3	-2.5	-4.1	-0.6	3.2	-6.3	-0.1	-0.8	0.3
-5.9	-13.1	NC(=O)CSc1ccc(-c2ccc(F)cc2)nn1	2.0	-0.6	-1.8	-7.9	-0.7	0.5	-2.2	-3.0
17.6	-1.3	COC(=O)C(O)(CC(=O)Nc1ccc(Cl)cc1Cl)C(F)(F)F (stereo unspecified)	-3.6	1.9	3.1	0.2	1.9	-0.7	-4.3	3.0
3.9	-13.8	CN(C(=O)c1cccs1)C1(C)CCS(=O)(=O)C1 (stereo unspecified)	-4.1	-0.1	-0.4	-8.5	-2.1	-0.7	-1.9	2.2
2.0	15.7	CC1=C(C#N)C(NC(=O)C(C)(C)C)(C(F)(F)F)C(=O)N1 (stereo unspecified)	-3.6	0.2	-3.0	-0.3	3.5	-0.5	0.8	1.7
6.7	-0.3	Cc1ccc(N(Cc2cc3ccccc3[nH]c2=O)S(=O)(=O)c2ccccc2)cc1	-0.5	4.0	-2.2	-5.0	0.1	0.4	5.2	-0.8
10.3	-2.0	Cn1cc(S(=O)(=O)CC(=O)N2CCCc3ccccc32)c2ccccc21	2.9	-1.2	-4.2	5.3	-4.6	0.4	3.2	2.0
7.1	-10.5	CC[C@]12C(=O)N(C)C[C@H]([C@@H]3C(=O)N(C)C(=O)[C@@H]31)N2C(=O)c1ccc(C)cc1	6.4	0.6	-4.4	11.5	-0.7	-0.9	4.7	-0.1
13.7	-1.7	CCOc1ccccc1N1CCN(C(=S)NCc2ccc(Cl)cc2)CC1	-1.0	1.9	-0.1	-2.9	-8.4	0.3	9.4	1.1
9.0	4.5	Cc1ccc(CNS(=O)(=O)c2ccc3c(c2)n(C)c(=O)c(=O)n3C)cc1	-1.5	-15.9	-10.3	-2.8	-22.8	-0.1	1.4	3.4
-5.3	-1.5	C/C(=C\C(=O)N1CCc2ccccc21)C(=O)O	5.2	-6.4	-2.0	0.1	-4.7	0.2	2.0	-0.2
13.0	3.1	CCSCCOC(=O)C1=C(C)NC(=O)NC1c1ccc2c(c1)OCO2 (stereo unspecified)	-4.8	2.8	2.5	-2.0	3.9	0.2	-0.2	1.1
-9.6	-3.9	COc1ccccc1-n1c(SCC(=O)N2CCCC2)nc2cccnc21	-0.7	-2.7	-4.7	0.3	-0.1	0.3	2.6	11.1
6.2	2.2	C(=N\Nc1nc(-c2ccccc2)cs1)/c1ccncc1	-8.3	-15.5	-5.3	6.9	-21.4	0.3	1.2	-3.3
-4.0	-3.1	Cc1ccccc1SCC(=O)Nc1cc(S(=O)(=O)N2CCOCC2)ccc1N1CCOCC1	0.2	2.0	3.3	-3.4	-2.6	0.7	-4.4	1.5
4.6	5.1	CCCCn1c(CNC(=O)Cc2ccccc2)nc2ccccc21	-2.1	2.6	-1.0	-2.4	-1.0	0.4	-3.1	2.4
3.1	-3.3	O=C(CSc1nnc(COc2ccccc2)o1)Nc1ccc(F)cc1	-4.7	1.4	-0.4	-0.1	-4.9	0.6	1.6	-4.5
10.8	-2.1	COCCNc1nc(-c2cc(-c3ccc(Cl)cc3)on2)cc(C(C)C)n1	-0.6	-5.2	1.4	1.8	-12.1	-1.6	1.5	4.7
-2.5	-13.0	CCOc1ccc(NC(=O)CN(C)CC(=O)NC2CCCc3ccccc32)cc1OCC (stereo unspecified)	-4.1	0.8	-2.0	2.6	2.9	-0.3	0.8	-1.3
nt	nt	CC(NCc1ccco1)C(=O)N1CCN(c2cccc(C(F)(F)F)c2)CC1 (stereo unspecified)	-3.3	1.1	-0.7	1.8	1.9	0.3	-1.0	0.0
-6.5	-1.8	C/C(=N\NC(=S)NCc1ccccc1)c1ccccc1	2.8	-14.7	2.2	-3.1	-22.0	-0.1	3.6	4.1
7.0	2.3	CC(C)(C)n1nnnc1C(c1ccc(C(F)(F)F)cc1)N(Cc1ccc(F)cc1)Cc1ccco1 (stereo unspecified)	-3.2	-1.2	-4.6	0.7	-1.1	0.3	17.5*	4.4
11.0	-8.0	COc1ccc(/C=N/c2oc(-c3ccccc3)cc2C#N)cc1OC	2.9	-11.8	-26.6	2.3	-13.2	0.3	2.6	-2.5
3.4	-6.6	Oc1cccc(CN2CCN(c3ncc(Cc4ccccc4)cn3)CC2)c1	-5.5	2.6	8.5	-2.0	-0.2	0.2	-4.6	3.1
11.8	-3.9	Fc1ccccc1CSc1nc2ncc(Br)cc2[nH]1	2.9	-1.0	-1.4	8.4	-2.1	0.1	-3.6	0.1
0.7	-0.3	Cc1ccc(C)c(-c2nnc(NC(=O)Cc3ccccc3)o2)c1	-6.6	-0.4	1.4	2.9	-5.5	0.8	3.7	-1.3
2.8	5.6	Cc1cc(C)n(C(=O)/C=C/c2cccs2)n1	-1.0	1.2	-2.6	-1.0	-22.6	0.4	-1.3	-0.3
-5.6	-10.0	Cc1ccc(CNc2nc3ccccc3n2C)cc1	4.1	-2.3	-1.7	-4.0	-2.7	-0.1	4.7	-1.8
-6.1	8.5	CCNC(=O)CON=C1c2ccccc2-c2ccccc21	6.4	-8.0	-2.9	5.2	-11.0	0.0	-1.1	-2.6
5.0	-4.1	COc1ccc(/C=N\NC(=S)SCN2C(=O)C3CCC(C)(C2=O)C3(C)C)cc1 (stereo unspecified)	0.1	-1.8	3.0	4.5	-1.0	0.6	47.7*	-10.6
-3.1	-17.0	Nc1cc(=O)nc(SCC(=O)NCc2ccccc2)n1CCc1ccccc1	-1.2	-6.0	-25.6	3.0	-10.8	-0.7	-2.9	-2.0
3.2	-0.3	COc1ccc(Cc2nn3c(-c4cc(OC)c(OC)c(OC)c4)nnc3s2)cc1	-1.2	-1.5	2.9	-5.5	-1.6	0.3	4.6	-0.7
-2.1	6.8	CC(C)(C)c1ccc(C(=O)NCC(=O)N/N=C/c2cccs2)cc1	-2.7	4.5	-0.6	-5.1	-2.5	-0.3	-1.7	-3.2
12.5	0.2	Cc1nc2sc3c(c2c(=O)o1)CCCC3	6.5	-1.7	-3.3	4.4	-8.9	0.1	-2.8	-0.3
11.8	-7.5	O=C(N/N=C1/CCS(=O)(=O)c2ccc(F)cc21)c1cccnc1	-2.1	-1.6	-0.5	3.1	1.6	-0.1	-0.2	-3.1
-10.0	-2.3	CC[C@H](C)[C@@H]1NC(=O)c2cc([N+](=O)[O-])cc(F)c2OCC[C@@H](C(N)=O)NC(=O)[C@H](CCCCN)NC1=O	0.8	5.0	1.8	-1.6	4.3	-0.1	-1.0	2.7
-1.6	9.0	COc1ccccc1CN1CCNC(=O)C1CC(=O)NCCc1cnccn1 (stereo unspecified)	-5.1	-1.7	-5.4	0.6	-4.5	-0.3	-4.2	-3.5
nt	nt	COC(=O)[C@]12C[C@H](CC(=O)NCc3ccc(OC)c(OC)c3)C(=O)N(Cc3cccc4ccccc34)C1=C[C@H](C1CCCC1)O[C@@H]2C	-12.1	3.9	7.7	1.3	4.2	0.6	1.4	3.9
17.1	1.5	Cn1ccsc1=NC(=O)c1cc(S(=O)(=O)N2CCOCC2)ccc1F	-3.8	-2.8	0.7	-3.3	-4.6	-0.6	-2.7	0.4
-0.8	6.8	O=C(OCC(=O)N1CCN(C(=O)c2ccco2)CC1)c1ccc(Cl)cc1	5.4	3.1	-7.3	2.1	-1.8	0.2	3.0	-2.5

# Fetched by structure from the list above (2):
ARFGAP1 inh	ASAP1 inh	Compound	Tn7 DDE FP	PLCg1 inh	ADAM17 inh	Tn6 DDE FP	PLCb3 inh	KLK7 zymogen act	MBD2 DNA inh	UHRF1 MBD2 ctr
-3.9	9.9	CC1CCCCN1C(=S)NCc1ccccc1 (stereo unspecified)	-10.0	4.1	-0.6	2.1	4.9	-0.1	1.2	-3.7
9.0	4.5	Cc1ccc(CNS(=O)(=O)c2ccc3c(c2)n(C)c(=O)c(=O)n3C)cc1	-1.5	-15.9	-10.3	-2.8	-22.8	-0.1	1.4	3.4
